Screening results as filed in PubChem BioAssay.
KDM5B inhibitor: KDM5B demethylase inhibition. Q9UGL1. KDM5B demethylase, FDH-coupled NADH fluorescence (FDH is formaldehyde dehydrogenase). Potency, µM (top dose mostly 57.7 µM), inactives show top-dose activity change, negative = inhibition, usual class: inhibitors. actives 2.6% (n = 220,000). AID 1347165; active means well fitted inhibition curve with a large enough effect; inconclusive means small, poorly fitted or top-dose-only effect; inactive means no such curve, though single readings can be large or run the other way; further: 0% is about no effect; nearly all actives have a fitted effect of over 70% in size
Target sequence (Q9UGL1 whole entry, looked up): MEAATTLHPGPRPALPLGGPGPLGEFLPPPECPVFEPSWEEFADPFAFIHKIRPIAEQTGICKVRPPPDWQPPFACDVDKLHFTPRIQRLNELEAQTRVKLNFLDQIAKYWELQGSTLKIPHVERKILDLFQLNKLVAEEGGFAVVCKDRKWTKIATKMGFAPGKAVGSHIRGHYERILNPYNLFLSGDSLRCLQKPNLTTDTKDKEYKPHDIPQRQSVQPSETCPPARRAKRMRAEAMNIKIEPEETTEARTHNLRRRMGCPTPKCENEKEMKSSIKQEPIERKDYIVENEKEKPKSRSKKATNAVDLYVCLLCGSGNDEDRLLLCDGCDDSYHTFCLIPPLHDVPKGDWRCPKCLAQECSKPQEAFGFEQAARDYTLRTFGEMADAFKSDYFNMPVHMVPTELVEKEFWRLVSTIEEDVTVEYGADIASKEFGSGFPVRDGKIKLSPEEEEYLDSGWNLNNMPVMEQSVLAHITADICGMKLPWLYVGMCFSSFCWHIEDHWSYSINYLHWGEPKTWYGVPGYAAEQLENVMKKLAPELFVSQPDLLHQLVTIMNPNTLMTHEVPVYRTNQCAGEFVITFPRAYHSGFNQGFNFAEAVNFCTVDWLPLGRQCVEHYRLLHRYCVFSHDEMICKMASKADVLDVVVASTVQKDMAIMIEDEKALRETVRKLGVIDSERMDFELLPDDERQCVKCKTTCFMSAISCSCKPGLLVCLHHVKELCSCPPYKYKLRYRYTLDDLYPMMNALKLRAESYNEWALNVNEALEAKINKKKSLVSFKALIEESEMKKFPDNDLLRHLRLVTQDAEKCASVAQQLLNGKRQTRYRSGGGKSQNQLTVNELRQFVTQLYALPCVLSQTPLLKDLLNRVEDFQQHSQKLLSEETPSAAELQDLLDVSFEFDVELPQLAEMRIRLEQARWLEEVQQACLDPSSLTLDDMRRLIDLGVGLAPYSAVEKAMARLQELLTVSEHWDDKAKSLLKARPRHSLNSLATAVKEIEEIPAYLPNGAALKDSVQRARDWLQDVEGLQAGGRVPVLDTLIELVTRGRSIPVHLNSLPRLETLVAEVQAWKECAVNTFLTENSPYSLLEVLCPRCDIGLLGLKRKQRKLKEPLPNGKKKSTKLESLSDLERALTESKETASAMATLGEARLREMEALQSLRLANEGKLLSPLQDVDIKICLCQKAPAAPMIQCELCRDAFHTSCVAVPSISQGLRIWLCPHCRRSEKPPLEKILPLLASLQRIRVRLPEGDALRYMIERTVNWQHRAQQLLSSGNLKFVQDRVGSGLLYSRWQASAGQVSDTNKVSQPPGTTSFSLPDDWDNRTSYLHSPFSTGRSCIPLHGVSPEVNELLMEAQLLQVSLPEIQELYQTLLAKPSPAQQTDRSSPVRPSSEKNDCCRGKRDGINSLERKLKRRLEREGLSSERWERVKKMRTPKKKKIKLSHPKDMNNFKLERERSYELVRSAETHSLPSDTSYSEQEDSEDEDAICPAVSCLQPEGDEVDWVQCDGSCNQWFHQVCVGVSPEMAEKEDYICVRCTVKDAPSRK
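Measured: NADH fluorescence change, 30 min, RT. System: KDM5BΔAP 200 nM final, H3K4me3 peptide, α-KG, Fe(II), ascorbate, NAD⁺ plus FDH, pH 7.5 HEPES. Compounds: titrated, 10 min pre-incubation with enzyme.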
Starred values were filed as active, the others as inactive; ? = inconclusive; [ ] = remark or other dose. Potency means the concentration at half of the fitted maximal effect.

SMILES | KDM5B inhibitor
CCOC(=O)C1CCCN(C(=O)c2cc(-c3ccc(OC)cc3)n[nH]2)C1 (stereo not drawn) | 8.9%
Cc1c(C(=O)NC2=NCCS2)oc2ccccc12 | -23.5%
CCOc1cc(/C=C(\C#N)C(=O)C(C)(C)C)ccc1OCc1ccccc1Cl | -2.9%
Cc1cc(C)cc(C(=O)NCCSc2c[nH]c3ccccc23)c1 | -18.1%
CN1CCOC(CNc2ncc(C(C)(C)C(=O)O)c(N3CCOCC3)n2)C1 (stereo not drawn) | 2.7%
Cc1ccc(Cn2c(Sc3nccc(C)n3)nc3c2c(=O)[nH]c(=O)n3C)cc1 | -12.0%
COC[C@@H]1CN(c2cnccn2)C[C@H]1C(=O)NCCc1cccnc1 | 25.1µM*
CCOC(=O)N1CCC(NC(=O)c2ccccc2C2CCNC2)CC1 (stereo not drawn) | -22.1%
COc1ccc(NS(=O)(=O)c2cccc(C(=O)NC3CCC(O)CC3)c2)cc1 (stereo not drawn) | 11.3%
O=C(Nc1ccccc1)N1CCN(C2c3ccccc3-c3ccccc32)CC1 | -6.9%
COc1ccc(C(=O)N2CCC(c3nn(Cc4ccccc4)c(=O)[nH]3)CC2)cc1 | -12.5%
COc1ccc(C(=O)NC[C@H]2Cn3c(-c4ccc(F)cc4)cnc3CO2)cc1 | -16.9%[86.2 µM]
CCn1nc(C(=O)OCC(=O)N2CCc3ccccc32)c2ccccc2c1=O | 12.7%
COc1ccccc1C1=NS(=O)(=O)N(C)C(C(=O)Nc2ccc(C(C)=O)cc2)=C1 | 6.8%
CN(C)c1ccc(CN2CCCC3(C2)NC(=O)c2ccccc2O3)cc1 (stereo not drawn) | -15.5%
COc1ccc(OC)c(NS(=O)(=O)c2ccc(Br)s2)c1 | 4.0%
Cc1ccc(C(=O)NC(C)C)cc1 | 4.6%
O=C(OCC(=O)N1CCOCC1)c1ccc(F)cc1Cl | 12.0%
O=C(Nc1ccc(F)cc1)Oc1ccc[nH]c1=O | ?
NC(=O)c1cc(S(=O)(=O)NCC2CCN(Cc3ccc(Cl)cc3)CC2)cs1 | -9.2%
Cc1ccc(C(c2c[nH]c3ccccc23)N(C)C(=O)C(C)C)cc1 (stereo not drawn) | 0.2%
Cc1ccc(CNS(=O)(=O)c2ccc(N3C(=O)C(C)CS3(=O)=O)cc2)cc1 (stereo not drawn) | -10.1%
Cc1ccc(S(=O)(=O)Nc2ccc(C(=O)NCc3ccccn3)cc2)cc1 | 17.2%
O=C(Cc1ccccc1F)N(Cc1ccco1)C1CC1 | 0.7%
COc1ccc(OC)c(-c2nn(-c3ccccc3)cc2C(=O)NCC2CCCO2)c1 (stereo not drawn) | 16.6%
The list continues.
SMILES | KDM5B inhibitor
CCCN1CCN(CCNC(=O)Nc2ccc(OC)c(OC)c2)CC1 | 6.9%
CNC(=O)[C@@H]1CN(C(=O)c2cccnc2C)C[C@H]1COC | 5.5%
Cc1ccc(CN2CCC(Cc3nnc(CO)n3-c3ccccc3)CC2)o1 | -25.4%
O=C(O)CC/C(=N\Nc1ccc(S(=O)(=O)N2CCOCC2)cc1[N+](=O)[O-])c1cccs1 | -2.2%
COc1ccc(N2CCN(S(=O)(=O)c3ccc(-c4cc(C(F)(F)F)on4)s3)CC2)cc1 | -15.3%
CCn1ccc(C(=O)N2CCCC(c3nnnn3C)C2)n1 (stereo not drawn) | ?
COc1ccc(CNC(=O)CSc2ccc3c(c2)OCCCO3)cc1 | 0.6%
COc1ccc(CCN2C(=O)O[C@@H]3CN(C(=O)CN)C[C@@H]32)cc1 | -0.6%
COCCOCC(=O)NC1CCN(C(=O)N2CC3CC(C2)[C@H]2CCCC(=O)N2C3)CC1 (stereo partly drawn) | 10.8%
CCS(=O)(=O)N1CCC(NC(=O)c2ccc3ccccc3n2)CC1 | 12.3%
COc1ccc(N2CCN(C(=O)C(C)n3c(=O)cc(C(F)(F)F)c4c(C)nn(C)c43)CC2)cc1 (stereo not drawn) | -27.8%
COc1cccc(N2CC(NC(=O)C3CC3)CC2=O)c1 (stereo not drawn) | 5.0%
Cc1c(C(=O)O)nnn1-c1cccc(Br)c1 | 11.4%
CCOC(=O)c1[nH]c(C)c(CNCCc2ccc(OC)c(OC)c2)c1C | -18.3%
Cc1ncc(S(C)(=O)=O)c(NCCn2nc(C)nc2C)n1 | 13.4%
CCN1CC(CN(C)C(=O)c2cc(Cn3c(C)nc4ccccc43)[nH]n2)CC1=O (stereo not drawn) | 26.0%
CSCCC(NC(=O)[C@@H](NC(=O)c1ccc(C)cc1)C(C)C)c1nnc2ccccn12 (stereo partly drawn) | 11.5%
CCn1c(CSc2nnc(C3CC3)n2C2CC2)nc2cc(S(=O)(=O)N(C)C)ccc21 | 2.3%
Cc1ccc(CNC(=O)C2(CC(=O)NC(C)C)CCCC2)cc1 | 15.9%
Cc1cccc(NC(=O)c2c(NC(=O)c3ccco3)sc3c2CCC(C(C)(C)C)C3)c1 (stereo not drawn) | -23.8%
COC[C@H]1C[C@@H](NC(=O)c2ccc3c(c2)OCO3)[C@H](O)[C@@H]1O | ?
CCCN1C(=O)CN(C2CCCCCC2)C(=O)C1c1ccc(OCC)c(OC)c1 (stereo not drawn) | -45.5%
COCCC1(NC(=O)C2CC2)CCN(C(=O)c2ccccn2)CC1 | -16.2%
COc1cc2ccccc2cc1C(=O)Nc1ccc2oc(-c3ccccc3)nc2c1 | ?
Cc1ccc(-n2cnnn2)cc1S(N)(=O)=O | 6.2%
Later entries.
SMILES | KDM5B inhibitor
Cc1ccc(C(=O)c2oc3cc(NC(=O)c4ccncc4)ccc3c2C)cc1 | 15.5%
Cc1nn2c(=O)cc(COC(=O)c3ccc(F)cc3)nc2s1 | -28.8%
O=C(NNC(=S)Nc1ccccc1C(F)(F)F)C1CC1 | 18.8%
CCOC(=O)C1CCN(C(=O)C2CCCN(c3cnn(C)c(=O)c3)C2)CC1 (stereo not drawn) | 2.6%
ClCCCNC1C2CC3CC(C2)CC1C3 (stereo not drawn) | 14.3%
CN(Cc1cccc2ccccc12)C1CCCc2ccccc21 (stereo not drawn) | -10.9%[86.2 µM]
COC(=O)c1ccc2nc(CO[C@H]3CN(Cc4ccccc4C)C[C@H]3F)[nH]c2c1 | 10.0%[86.2 µM]
O=C(NCc1ccccn1)c1ccccc1NS(=O)(=O)c1ccc2[nH]c(=O)[nH]c2c1 | ?
CC(C)(C)c1cc(C(=O)N/N=C/c2ccccn2)n[nH]1 | -22.1%
Cc1cccc(N2CCN(C(=O)CNC(=O)NCc3ccc(F)cc3)CC2)c1 | 17.7%
COc1cc(OC)cc(C(=O)Nc2ccc3c(c2)CN(Cc2ccc(F)cc2)C(=O)C(C)O3)c1 (stereo not drawn) | ?
Cc1ccc(Nc2nc(-c3ccncc3)nc3ccccc23)cc1 | ?
CCC(=O)N1c2ccccc2CC1C(=O)N1CCN(c2ccccc2)CC1 (stereo not drawn) | 2.4%
O=C(CN1CCCC1=O)N1CCC2(CC1)NCCc1c2[nH]c2ccccc12 | -17.8%
O=C(CCC1CCCC1)N1CC2CC(C1)[C@H]1CCCC(=O)N1C2 (stereo partly drawn) | 8.1%
O=C(Nc1ccccc1)N1CCCN(c2c(Cl)cncc2Cl)CC1 | 16.7%
Cc1nn(CC(=O)NC2CC2)c(=O)c2cc3ccccc3n12 | ?
COc1cccc(CC(=O)NC2CCN(C(=O)c3cc4c(=O)[nH]c(C)cn4n3)CC2)c1 | ?
N#Cc1cccc(OCC(=O)c2ccc3ccccc3c2)c1 | -12.8%
Cc1ccc(C(=O)Nc2c(C(=O)Nc3ccc(C)c(C)c3)sc3nc(C)cc(C)c23)cc1 | 17.6%
O=C(Nc1cccnc1)N1CC2ON=C(C(=O)N3CCOCC3)C2C1 (stereo not drawn) | 3.1%[115 µM]
Cc1ccc(S(=O)(=O)C(CNC(=O)Cc2ccc(Cl)cc2)c2cccs2)cc1 (stereo not drawn) | -29.7%
Cc1ccsc1C(=O)N(C)C1CCN(CCc2ccccn2)CC1 | 16.7%
O=C(Cc1ccc(F)cc1)NNC(=O)c1ccc2[nH]c3c(c2c1)CCCC3 | -3.9%
O=C(N[C@@H]1CN(Cc2cccnc2)C[C@H]1CO)c1cccnc1 | -2.1%

An excerpt of these results, with values ahead of the structure:
KDM5B inhibitor | Structure
-22.1% | CC(C)(C)c1cc(C(=O)N/N=C/c2ccccn2)n[nH]1
17.7% | Cc1cccc(N2CCN(C(=O)CNC(=O)NCc3ccc(F)cc3)CC2)c1
? | COc1cc(OC)cc(C(=O)Nc2ccc3c(c2)CN(Cc2ccc(F)cc2)C(=O)C(C)O3)c1 (stereo not drawn)
? | Cc1ccc(Nc2nc(-c3ccncc3)nc3ccccc23)cc1
2.4% | CCC(=O)N1c2ccccc2CC1C(=O)N1CCN(c2ccccc2)CC1 (stereo not drawn)
-17.8% | O=C(CN1CCCC1=O)N1CCC2(CC1)NCCc1c2[nH]c2ccccc12

Remaining list, next part.
SMILES | KDM5B inhibitor
CCOc1ccc2c(=O)c(Oc3ccc(C(=O)OC)cc3)c(C)oc2c1 | 12.2%
CCOC(=O)C(C)Oc1cccc2c(=O)n(CC(=O)NCCc3ccccc3)ccc12 (stereo not drawn) | ?
CN1CCN(c2nc3c(c(=O)[nH]2)CCN(Cc2cccc(Br)c2)CC3)CC1 | -14.8%
O=C1CCCCC(C(=O)NCCCn2cccn2)N1 (stereo not drawn) | 11.1%
Cc1nc(C)n(C(C)CNS(=O)(=O)c2ccc(C)c(C)c2)n1 (stereo not drawn) | 14.8%
COc1ccc(OC)c(CN2CCNc3cnc(Nc4ccccc4)cc3C2)c1 | 35.5µM*
O=C(N/N=C/C1=Cc2ccccc2OC1)c1ccncc1 | ?
CN(C)CCN1C(c2ccccc2)=CC(=C(C#N)C#N)C2=C1CCCC2 | -19.5%
CCc1c(C)nc(C)nc1N1CCN(C)C2(CCC(=O)N(CC)CC2)C1 (stereo not drawn) | -15.6%
O=C(c1ccc2c(c1)OCO2)N1CCN2C(=O)N(Cc3ccccc3)C(=O)[C@H]2C1 | -20.1%[86.2 µM]
CN(Cc1cc2n(n1)CCCNC2)Cc1nc(-c2ccccc2)cs1 | 26.7%
COCCN(C)C[C@@H]1CN(C(=O)c2cc3ccccc3n(C)c2=O)C[C@@H]1CO | ?
COc1ccc(CNC(=O)CC(c2ccc(OC)cc2)N2Cc3ccccc3C2=O)cc1 (stereo not drawn) | -2.3%
O=[N+]([O-])c1ccc(/C=N/c2nc3c(s2)CCCC3)cc1 | ?
CCn1nc(C(=O)NCCc2ccc(S(N)(=O)=O)cc2)c2ccccc2c1=O | ?
N#C/C(=C\c1ccccc1O)C(=O)Nc1ccccn1 | ?
COCc1nc(C2CC(NC(=O)c3c(F)ccc(C)c3Cl)C2)cc(=O)[nH]1 (stereo not drawn) | 52.8%[activator]
CN(CC1CCCO1)c1ccc(C(=O)N2CCC(CCn3cccn3)CC2)cn1 (stereo not drawn) | ?
CCc1nnc(SCC(=O)Nc2ccc(F)cc2F)c2cc3sc(C)cc3n12 | -9.9%
COc1ccc(NCc2cc3cc4c(cc3n(CC(=O)Nc3cccc(F)c3)c2=O)OCO4)cc1 | -26.4%
O=C1NC2(CCCN(Cc3cccc4ccccc34)C2)Oc2ccccc21 (stereo not drawn) | -19.0%
Cc1ccc(S(=O)(=O)CCC(=O)Oc2ccc(C(C)C)cc2)cc1 | -22.1%
Cc1nc(-c2ccc(F)cc2)n(Cc2nc(-c3ccc(OC(C)C)cc3)oc2C)c(=O)c1CCO | 15.8µM*
CC(C)(C)N1Cc2nnn(Cc3ccccc3)c2-c2ccccc2S1(=O)=O | -0.1%
O=C1CCCN1CC(=O)N1CCC(C2CCN(Cc3cccc(F)c3F)CC2)C1 (stereo not drawn) | 6.8%
Next compounds:
SMILES | KDM5B inhibitor
O=C(O)CCc1ccc(S(=O)(=O)Nc2ccccc2C(=O)Nc2ccccc2)cc1 | 19.5%
Cc1ccc(NC(=O)Cc2n[nH]c(=O)c3ccccc23)cc1C | 5.0%
O=S(Cc1ccc(Cl)cc1)Cc1c(Cl)cccc1Cl (stereo not drawn) | 6.4%
Cc1cn2nc(C(=O)NCc3ccccc3Cl)cc2c(=O)[nH]1 | -27.6%
COC(=O)c1cccc(NC(=O)c2ccc3c(c2)CC(c2ccc(F)cc2)OC3=O)c1 (stereo not drawn) | 7.7%
COc1ccc(OC)c(C2=NS(=O)(=O)N(C)C(C(=O)Nc3ccc(C(C)=O)cc3)=C2)c1 | -3.8%
Cc1noc(C)c1S(=O)(=O)N1CCCCC(NC(=O)c2c[nH]c(=O)cn2)C1 (stereo not drawn) | -21.0%
O=C(NCc1c[nH]c2ncccc12)c1cccc2[nH]ccc12 | 35.5µM*
Cc1ccc(-c2cc3c(=O)n(CCNC(=O)c4cc(F)ccc4F)ccn3n2)c(C)c1 | -26.0%
CN1CCN(c2ccc([N+](=O)[O-])c(-n3nc(-c4ccc(Cl)cc4)c4ccccc4c3=O)c2)CC1 | -10.0%
COc1ccc(CNC(=O)c2cc(C)nc3c2c(C)nn3-c2cccc(Cl)c2C)cc1 | -5.0%
Cc1ccc(S(=O)(=O)N(C)c2ccc(C(=O)NCc3cccnc3)cc2)cc1 | -6.2%
CCN(CCCNC(=O)CCn1c(=O)[nH]c2ccsc2c1=O)c1ccccc1 | 9.6%

Six compounds drawn at random from those above:
SMILES | KDM5B inhibitor
COc1ccc(CNC(=O)c2cc(C)nc3c2c(C)nn3-c2cccc(Cl)c2C)cc1 | -5.0%
Cc1cn2nc(C(=O)NCc3ccccc3Cl)cc2c(=O)[nH]1 | -27.6%
Cc1ccc(-c2cc3c(=O)n(CCNC(=O)c4cc(F)ccc4F)ccn3n2)c(C)c1 | -26.0%
Cc1noc(C)c1S(=O)(=O)N1CCCCC(NC(=O)c2c[nH]c(=O)cn2)C1 (stereo not drawn) | -21.0%
Cc1ccc(S(=O)(=O)N(C)c2ccc(C(=O)NCc3cccnc3)cc2)cc1 | -6.2%
O=C(NCc1c[nH]c2ncccc12)c1cccc2[nH]ccc12 | 35.5µM*

These rows are one share of the data; rates above refer to the full screens.
